Cardio protect: cardioprotection against H2O2-induced cell death, primary screen, uHTS, H9c2 cells, ATPLite luminescence; 0.63% of 360,000 active; AID 588492, 2011; H9c2 cardiomyocytes, H2O2 injury protection, 2 h; protection from H2O2 cell death, % at 20 µM;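 active = compounds giving at least 50% protection of heart cells from peroxide-induced death in the single-dose screen, raw or plate-pattern-corrected value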;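 also: 0% = DMSO wells with peroxide and 100% = DMSO wells without peroxide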
MC4R barr agon: MC4R agonists recruiting beta-arrestin, primary screen, cell-based, luminescence, agonist arm of biased-ligand search | Melanocortin receptor 4 (Homo sapiens), P32245 | U2OS MC4R beta-arrestin complementation; percent of melanotan II response, DMSO zero | activation, % at 8.9 µM | 0.98% of 360,000 active;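 active = activation above a per-plate cutoff, the mean activation of sample wells on that plate plus 3 SD, cut at about 8% in these data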
Target sequence (P32245 whole entry, looked up): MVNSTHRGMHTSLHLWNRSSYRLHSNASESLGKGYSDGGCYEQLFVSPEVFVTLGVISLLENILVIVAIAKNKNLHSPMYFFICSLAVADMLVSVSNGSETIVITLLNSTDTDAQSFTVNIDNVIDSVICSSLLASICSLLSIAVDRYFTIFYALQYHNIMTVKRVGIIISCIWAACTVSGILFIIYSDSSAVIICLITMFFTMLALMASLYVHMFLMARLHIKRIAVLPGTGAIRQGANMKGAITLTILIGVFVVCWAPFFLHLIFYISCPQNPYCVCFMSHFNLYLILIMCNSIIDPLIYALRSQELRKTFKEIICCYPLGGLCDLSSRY
Granule exo inh: LAMP-1 surface exposure blockers, TALL-104 cells – cell-based, flow cytometry, MLPCN library, primary screen; AID 651702, 2012; 0.66% of 360,000 active; TALL-104 LAMP-1 surface exposure; cells stimulated with thapsigargin and PMA; inhibition, % at 10 µM;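 active = inhibition above about 55%, limit read from the data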
CaV13 FRET inh: Primary screen for inhibitors of IQ motif and Ca2+-dependent inactivation inhibitor domain binding in CACNA1D, Förster resonance energy transfer in living cells, …; HEK cells, CFP/YFP FRET ICDI-IQ, plate reader, 10 min; percent FRET-ratio fall versus neutral wells; inhibition, % at 12.3 µM; 0.098% of 340,000 active; AID 743397;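 active = mean replicate inhibition of at least 30% and at least 1% of replicates passing that level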;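 also: 0% = median of the neutral control wells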
HTR2A ag: mouse Htr2a agonists via beta-arrestin recruitment, primary screen, cell-based, luminescence; 5-hydroxytryptamine receptor 2A (Mus musculus), P35363; CHO-K1 mHTR2A beta-arrestin complementation; percent of 30 µM serotonin response; activation, % at 7.6 µM; 0.66% of 360,000 active; AID 624169, 2012;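 active = activation above a run cutoff, the mean activation of all tested compounds plus 3 SD, cut at about 14% in these data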;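 also: 0% = plate median of compound wells and 100% = 30 µM serotonin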
Target sequence (P35363 whole entry, looked up): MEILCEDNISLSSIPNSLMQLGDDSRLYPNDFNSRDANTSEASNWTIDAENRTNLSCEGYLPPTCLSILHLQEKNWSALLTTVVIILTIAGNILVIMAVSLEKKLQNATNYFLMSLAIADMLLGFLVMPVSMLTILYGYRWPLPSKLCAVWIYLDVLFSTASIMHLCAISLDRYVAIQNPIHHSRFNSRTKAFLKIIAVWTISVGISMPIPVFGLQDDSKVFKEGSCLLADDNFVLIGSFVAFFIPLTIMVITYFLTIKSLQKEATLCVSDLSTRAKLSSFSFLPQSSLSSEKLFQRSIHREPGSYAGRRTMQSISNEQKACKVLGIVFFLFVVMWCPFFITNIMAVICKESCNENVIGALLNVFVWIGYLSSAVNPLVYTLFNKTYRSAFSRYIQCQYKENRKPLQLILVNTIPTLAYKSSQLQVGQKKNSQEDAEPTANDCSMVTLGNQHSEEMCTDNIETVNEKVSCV
ABHD5 PLIN5 PPI: ABHD5-PLIN5 interaction inhibitors, primary screen, cell lysate, split luciferase complementation, luminescence | Perilipin-5 (Homo sapiens) + 1-acylglycerol-3-phosphate O-acyltransferase ABHD5 (Homo … | Split G. princeps luciferase complementation, 4 h | inhibition, % at 4 µM | 0.78% of 360,000 active | AID 602281, 2012;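 active = inhibition above the mean inhibition across every tested compound plus 3 SD, cut at about 22% in these data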;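 also: 0% = DMSO only wells and the 100% control is not disclosed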
N-glyco inh: increase of ERlucT glycosylation luciferase signal, primary screen, N-linked glycosylation inhibitor project, D54 ERlucT cells, luminescence, set 2. 0.23% of 360,000 active. reporter increase, % at 12.5 µM. D54 ERlucT glycosylation luciferase reporter, 24 h; percent of 100 nM tunicamycin response;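 active = mean luciferase reporter signal, scaled so untreated is 0 and the glycosylation-blocking control 100, at or above a set limit in every replicate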;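 also: luciferase carries N-glycosylation sites so blocking glycosylation raises the light; 0% = median of neutral control wells and 100% = median of 100 nM tunicamycin wells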
ABCB6 inh 2: ABCB6 transporter inhibitors, primary screen, K562-ABCB6 cells, flow cytometry, MLPCN library; ATP-binding cassette sub-family B member 6 (Homo sapiens), Q9NP58; K562-ABCB6 porphyrin accumulation, 1 h; stronger effect = lower value; fluorescence ratio to DMSO, % at 10 µM; 0.19% of 360,000 active;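 active = fluorescence ratio to DMSO below 75%, the collection mean minus 3 SD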;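 also: signal is porphyrin accumulated inside mitochondria; 100% equals median channel fluorescence of DMSO control wells; lower ratio means ABCB6 inhibition with less porphyrin fluorescence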
MC4R antag cAMP: MC4R antagonists of cAMP signaling, primary screen, cell-based, TR-FRET, antagonist arm of biased-ligand search. inhibition, % at 6.5 µM. Melanocortin receptor 4 (Homo sapiens), P32245. 0.48% of 360,000 active. MC4R-expressing cells, MTII-stimulated cAMP, LANCE TR-FRET;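 active = inhibition above its plate's cutoff, the mean of tested wells on that plate plus 3 SD, cut at about 29% in these data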;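 also: 0% = Melanotan II alone and 100% = Melanotan II plus saturating MCL0020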
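Assay system: U2OS-MC4R stable cell line; Also added: Melanotan II; Technique: Eu-cAMP/anti-cAMP TR-FRET, emission 671 nm; Times: 30-min compound, 1-h challenge, 1-h detection, room temperature.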
PDI inh: inhibitors of human PDI, primary screen, biochemical, turbidity, single point, plate reader | Protein disulfide-isomerase (Homo sapiens), P07237 | AID 588391, 2011 | inhibition, % at 10 µM | PDI insulin aggregation turbidity, A650, 90 min | 0.052% of 350,000 active;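 active = mean inhibition across replicates of 30% or more, whatever share of single replicates reach that level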;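 also: absorbance from insulin aggregation driven by PDI reduction with DTT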
The depositor's hits bear a star; · = not tested or not shown. No enrichment for hits, and some 4.2% of all compounds hit somewhere here.

SMILES | Cardio protect | MC4R barr agon | Granule exo inh | CaV13 FRET inh | HTR2A ag | ABHD5 PLIN5 PPI | N-glyco inh | ABCB6 inh 2 | MC4R antag cAMP | PDI inh
O=c1c2ccccc2nc(-c2ccc(Cl)cc2)n1C1CCS(=O)(=O)C1 (stereo unspecified) | -3 | -1.8 | 0 | · | 2 | 5 | 2 | 95 | -5 | 6
CCC1=C(OC(=O)N(CC)CC)N2C(=O)OC(=NCC(=O)OC)[C@]2(C)[C@H]2C1=CC[C@H]1C(=O)N(CC)C(=O)[C@H]12 | 17 | -1.2 | -20 | -3 | 0 | -5 | 0 | 92 | 2 | -4
CCCCNC(=O)c1sc(=S)n2c1[nH]c(=O)c1ccc(C(=O)NCCc3ccc(OC)c(OC)c3)cc12 | 15 | -0.4 | -4 | · | -1 | 6 | 1 | 100 | -3 | -7
O=C(COc1ccccc1Cl)Nc1ccc2c(c1)OCO2 | -16 | -0.3 | 10 | -6 | 2 | 0 | -6 | 90 | 4 | 3
CCN(CC)CC(O)CN1C(=O)NC(C)(C)C1=O (stereo unspecified) | 8 | 1.4 | -2 | -9 | -5 | -13 | 1 | 108 | 13 | 3
N#Cc1ccc(N2CCCNCC2)nc1 | 4 | 1.2 | 0 | -4 | -4 | -3 | 1 | 102 | 6 | -3
Cc1cccc(C(=O)Nc2cccc(-c3ccc4nncn4n3)c2)c1 | 33 | -1.2 | 2 | 4 | 1 | -5 | 5 | 103 | 25 | 1
O=C(N/N=C/c1ccco1)c1ccc(NC(=O)C2CCCCC2)cc1 | -1 | -3.7 | -1 | · | -10 | -6 | 2 | 91 | -1 | 0
CC(C(=O)OCC(=O)N1CCCCC1)N1C(=O)c2ccccc2C1=O (stereo unspecified) | -6 | -3.6 | -1 | -1 | 4 | -17 | 0 | 101 | 8 | -1
CCOc1ccc(CCNC(=O)COn2nnc3ccc(S(=O)(=O)N4CCOCC4)cc32)cc1OCC | 1 | -3.4 | -3 | -7 | -1 | -1 | -2 | 96 | 3 | -3
Fc1ccc2cnc(C3=CCCCC3)cc2c1 | -6 | 2.0 | 13 | -10 | 3 | 6 | -1 | 102 | 2 | -6
O=C(CSc1nc2ccccc2c(=O)n1NC(=O)Cc1ccccc1)NCc1ccccc1 | -1 | -1.8 | -2 | -5 | 0 | -1 | -1 | 99 | -2 | -6
COc1ccc(C(=O)Nc2nc3ccc4nc(C)sc4c3s2)cc1 | 0 | 0.5 | 4 | -7 | 9 | -3 | 3 | 99 | 12 | -9
CCOC(=O)C1CCCN(C(=O)c2ccccc2[N+](=O)[O-])C1 (stereo unspecified) | 0 | -3.4 | 2 | -6 | -2 | 6 | 2 | 101 | -2 | 1
CCOC(=O)c1c(-c2ccc(OC)cc2)csc1NC(=O)CCN1CCOCC1 | 9 | -0.4 | 5 | -2 | -3 | -1 | -7 | 81 | 9 | 1
COc1cc(NC(=O)CSc2nnc(-c3ccncc3)o2)cc(OC)c1OC | 7 | -2.4 | 1 | -5 | 0 | 4 | 1 | 96 | 13 | 1
CC(CNCCCn1cnc2c(OCc3ccccc3)ncnc21)c1ccccc1 (stereo unspecified) | -6 | -0.7 | 6 | -6 | -6 | 7 | -5 | 96 | 1 | 2
COc1cc(C)nc(Oc2ccc(OCCOc3ccc(C)cc3)nn2)n1 | 11 | 0.2 | 3 | -7 | 0 | 1 | 1 | 97 | 8 | -2
Cc1cc(=O)oc(C)c1C(=O)NC12CC3CC(CC(C3)C1)C2 | 8 | -0.2 | -2 | · | -1 | -1 | 0 | 101 | -1 | -11
COc1ccc(-c2n[nH]c(=S)n2-c2ccc(C)cc2)cc1OC | -4 | 0.1 | 8 | -2 | 1 | -12 | 3 | 102 | 22 | 2
CCC(=O)Nc1cccc(C2=NOC3(C2)C[C@@H](C(N)=O)N(C(=O)c2cc([N+](=O)[O-])cc([N+](=O)[O-])c2)C3)c1 (stereo partly specified) | -1 | -0.3 | 14 | -12 | 3 | -3 | -1 | 93 | -3 | -3
O=C(O)c1ccc(NC(=O)C2C3CCC(O3)C2C(=O)O)cc1 (stereo unspecified) | 8 | -0.8 | 5 | -4 | 7 | 5 | 1 | 100 | 2 | 14
O=C(NCC(c1cccs1)N1CCOCC1)c1ccc([N+](=O)[O-])cc1 (stereo unspecified) | 12 | -0.5 | 0 | -3 | -2 | -4 | 1 | 102 | 6 | -1
C/C(=N\Nc1ccc(Cl)c(C(=O)O)c1)c1ccc[nH]1 | 5 | -1.2 | 7 | -3 | 4 | 1 | 2 | 102 | 11 | 3
O=C(/C=C/c1ccc(Cl)cc1)N1CCN(c2ccc([N+](=O)[O-])c(N3CCOCC3)c2)CC1 | 14 | -2.4 | 0 | -3 | 4 | 3 | -3 | 97 | 6 | 1

Some of the entries so far, as comma-separated lines:
SMILES,Cardio protect,MC4R barr agon,Granule exo inh,CaV13 FRET inh,HTR2A ag,ABHD5 PLIN5 PPI,N-glyco inh,ABCB6 inh 2,MC4R antag cAMP,PDI inh
COc1ccc(-c2n[nH]c(=S)n2-c2ccc(C)cc2)cc1OC,-4,0.1,8,-2,1,-12,3,102,22,2
CCC(=O)Nc1cccc(C2=NOC3(C2)C[C@@H](C(N)=O)N(C(=O)c2cc([N+](=O)[O-])cc([N+](=O)[O-])c2)C3)c1 (stereo partly specified),-1,-0.3,14,-12,3,-3,-1,93,-3,-3

Later entries:
SMILES | Cardio protect | MC4R barr agon | Granule exo inh | CaV13 FRET inh | HTR2A ag | ABHD5 PLIN5 PPI | N-glyco inh | ABCB6 inh 2 | MC4R antag cAMP | PDI inh
Brc1cccc(-c2nc(-c3ccncc3)no2)c1 | 0 | -0.8 | 0 | · | -1 | 0 | 7 | 96 | 0 | 3
CCOc1ccc(Br)cc1C(=S)N1CCCC1 | 1 | -2.5 | -2 | -18 | 4 | 0 | 0 | 100 | 15 | -2
CCOC(=O)C1(C)CCCCN1C(=O)c1ccc(F)c(C)c1 (stereo unspecified) | -2 | -0.4 | 10 | -9 | 4 | 5 | -1 | 102 | 1 | 2
Cc1ccc(-n2ncc3c2CC(C)(C)CC3NC(=O)CCc2cccnc2)cc1 (stereo unspecified) | 1 | -2.0 | -4 | · | -4 | -4 | -1 | 89 | -2 | -2
Cc1cccc(OCCCC(=O)Nc2ccc(Cl)c(S(=O)(=O)N3CCOCC3)c2)c1 | -4 | -2.6 | 3 | -5 | -1 | -8 | -1 | 93 | -1 | 1
CCCC(=O)N1CCN(c2nnc(-c3ccccc3)c3ccccc23)CC1 | 4 | -1.1 | 4 | -5 | -2 | 0 | -4 | 93 | 0 | -22
Oc1ccc(CNc2ccc(F)cc2)c2cccnc12 | -8 | 1.4 | 30 | -9 | -7 | 0 | · | 102 | 0 | -3
CCCCCCCCNC(=O)C(CCC(=O)OCc1ccccc1)NC(C)=O (stereo unspecified) | -6 | -1.1 | -5 | · | -2 | 2 | 0 | 103 | 4 | -13
O=C(O)CCn1nnc(-c2ccccc2)n1 | 6 | 0.2 | 0 | -3 | -4 | -2 | 2 | 102 | -4 | 3
COc1ccc(/C=N/OCC(=O)N2CC3(C)CC2CC(C)(C)C3)cc1OC (stereo unspecified) | 0 | -1.0 | 3 | -11 | 1 | -4 | -1 | 102 | 7 | 0
CCCn1c(SCC(=O)N2CCN(C(=O)c3ccco3)CC2)nc2ccccc2c1=O | 15 | 2.4 | -1 | -10 | 3 | 10 | 0 | 97 | 9 | 2
N/C(COc1cccc(Cl)c1)=N\NS(=O)(=O)c1ccccc1 | -3 | 2.2 | -1 | -8 | 3 | 5 | 3 | 138 | 12 | -2
COc1ccc(S(=O)(=O)N2CCN(C(=O)Nc3ccccc3OC)CC2)cc1 | 3 | -0.6 | 35 | -4 | 2 | -4 | 1 | 102 | -3 | 8
C/C(=N\NC(=O)CC1N=C(Cc2ccccc2)NNC1=O)c1ccc(Cl)cc1Cl (stereo unspecified) | 10 | 0.2 | 1 | · | 4 | -1 | 5 | 115 | 10 | 5
Cc1cc2oc(C(=O)Nc3nonc3C)c(C)c2cc1Cl | -1 | 0.6 | -10 | -15 | 9 | -9 | 0 | 101 | 8 | -14
O=C(Nc1ccc(Br)cc1Br)Nc1cccc2[nH]c([C@@H]3O[C@H](CO)[C@@H](O)[C@H](O)[C@H]3O)nc12 | -3 | -0.5 | -1 | 11 | -4 | 12 | 0 | 101 | 7 | 0
Nc1ccn([C@@H]2O[C@H](C(=O)N[C@H]3c4ccccc4C[C@H]3O)[C@@H](O)[C@H]2O)c(=O)n1 | -1 | · | -4 | · | 4 | 0 | 1 | 91 | · | ·
COC(=O)C1=C(C(=O)OC)[C@@H]2N(Cc3ccccc3)c3ccccc3[C@@]23C[C@@H](C(=O)OC)N(C(=O)c2cccs2)C3=N1 | -9 | 2.6 | 7 | -2 | 7 | -5 | 13 | 100 | 17 | -2
CCOc1ccc(CNC(=O)CCCn2nc(C)c3c(C)n(-c4ccc(C)cc4)nc3c2=O)cc1 | -11 | -0.8 | -2 | -4 | 3 | 5 | 2 | 104 | 2 | -4
CCOc1ncccc1C(=O)OCC(=O)Nc1ccc2c(c1)OCO2 | 6 | -1.3 | -2 | -5 | -3 | -3 | 1 | 95 | -3 | -7
O=S(=O)(NC1CCCCC1NCc1ccco1)c1ccccc1 (stereo unspecified) | 2 | 0.8 | 2 | -9 | -2 | 1 | -1 | 98 | -3 | -14
CCc1c(C)nc(N2CCN(c3ccc(Cl)cc3)CC2)[nH]c1=O | -10 | 0.1 | -8 | -3 | 3 | 4 | 0 | 96 | 6 | 5
COCC(=O)N(c1ccc(C(C)C)cc1)C1C=CS(=O)(=O)C1 (stereo unspecified) | 0 | -2.5 | -3 | -10 | -3 | -1 | 2 | 101 | 6 | -1
Nc1c(C(=O)NCCC2=CCCCC2)sc2ccc(S(=O)(=O)N3CCCCC3)cc12 | -4 | 2.8 | -2 | -7 | -5 | 5 | -8 | 103 | 2 | -12
O=C(Cn1cnc2ccccc2c1=O)Nc1nnc(SCc2ccc(Cl)cc2)s1 | -2 | -2.5 | -2 | -1 | -3 | -3 | -1 | 101 | 0 | -2
Cc1ccc(SCCOCCN2CCOCC2)cc1 | 9 | 0.9 | -10 | -6 | -2 | 5 | 2 | 96 | 6 | -3
Cc1ccc(NC(=S)N/N=C/c2c(Cl)cccc2Cl)c(C)c1 | -15 | -1.5 | 9 | -3 | -7 | -7 | 15 | 99 | -18 | -1
Cc1csc(CNC(=O)C2CCC(=O)N(CCc3cccc(F)c3)C2)n1 (stereo unspecified) | 6 | -3.0 | 5 | -6 | 0 | 3 | 3 | 96 | 4 | -1
